Screening data: PubChem, The Scripps Research Institute Molecular Screening Center
TTR transcr act – activators of transthyretin transcription. SH-SY5Y TTR promoter Gaussia luciferase, luminescence; 100% = recombinant luciferase protein wells. 1.3% of 92,000 active. activation, % at 16.7 µM. AID 1117267;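 active = activation above the mean of all tested compounds plus 3 SD, cut at about 9.5% in these data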;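 note: cells exposed to compounds for one day before reading; 0% = median of all test compound wells on the plate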
Active calls of the source: *; & = joins results of further samples.

TTR transcr act | Molecule
-0.8 | Cc1ccc(S(=O)(=O)N2c3ccc(S(N)(=O)=O)cc3CC2C)cc1 (stereo not given)
1.5 | C=CCN1CC(O)=C(c2nc3ccccc3[nH]2)C1=N
0.1 | Cc1cc(C)c(NC(=S)N(C)C)c(C)c1
-0.2 | O=C(CCCCn1c(=O)[nH]c2ccccc2c1=O)NCCC1=CCCCC1
-1.7 | CCOC(=O)C1CCN(C(=O)c2ccccc2NC(=O)C2=C(C)OCCS2)CC1
3.1 | COc1ccccc1N1CCN(CCCCN2C(=O)C3CCCN3C2=O)CC1 (stereo not given)
4.2 | CCc1nc(N)c(C#N)c(-c2cccn2C)c1C
-4.4 | CCOC(=O)CNC(=O)C1CCCc2c1[nH]c1ccc(Cl)cc21 (stereo not given)
1.7 | CCOC(=O)C1(CC2CCCCO2)CCN(S(=O)(=O)c2ccc(OC)cc2)CC1 (stereo not given)
-1.8 | COc1ccc(CCC(=O)OCc2csc(CC(=O)Nc3ccc(C)cc3)n2)cc1OC
-2.1 | Cc1cc(-c2nnc(CCC(=O)NC(C)c3cccc4ccccc34)o2)no1 (stereo not given)
2.3 | O=C(Nc1c(-c2ccc(F)cc2)nc2ncccn12)c1ccccc1
1.5 | COc1ccc(CCNC(=O)c2ccc(Cl)cc2)cc1
-0.7 | O=C(Nc1nc2ncccn2c1-c1ccc(F)cc1)c1ccccc1
0.8 | Cc1cccc(C(C(=O)NC2CCCC2)N(Cc2cccnc2)C(=O)c2csnn2)c1 (stereo not given)
0.1 | CC(=O)Nc1ccc(N(C(=O)CNC(=O)c2cccs2)C(C(=O)NCC2CCCO2)c2ccccc2)cc1 (stereo not given)
-0.5 | COc1ccc(CCC(=O)O)cc1OC
0.6 | Cc1cc(C)c2nc3sc(=Cc4ccc(-c5ccccc5C(=O)O)o4)c(=O)n3c2c1
1.3 | Cc1cccc[n+]1CC(=O)Nc1ccccc1
-1.4 | Cc1[nH]c2ccc3ccccc3c2c(=O)c1C/C=C/Cl
-1.2 | CN1CCN(C(=O)N(c2ccccc2)c2ccccc2)CC1
-0.1 | O=C(CN1C(=O)C2(OCCO2)c2cc(Br)ccc21)NO
-0.4 | CCN(CC(=O)NCc1cccs1)c1ccc(S(=O)(=O)N2CCOCC2)cn1
0.9 | CCCCN(Cc1cc2cc(OC)ccc2[nH]c1=O)C(=O)c1ccccn1
-1.2 | Fc1cccc(Cc2noc(CN3CCSCC3)n2)c1
-1.9 | CC1CCc2sc(C(=O)NC3CCN(Cc4ccccc4)CC3)cc2C1 (stereo not given)
0.3 | COc1cccc2cc3c(nc12)C[C@@H]1CCCC(=O)N2CCC[C@@]12C3
3.7 | CCCC(=O)C1=C(O)C(C(=O)OC)C(C)(C)CC1=NCc1ccccc1 (stereo not given)
-0.1 | CCNC(=S)NC(=NCc1cccnc1)Nc1nc(C)cc(C)n1
0.3 | Cc1ccc(CNCCCn2cnc3c(OCc4ccccc4)ncnc32)o1
1.9 | COCCNC(=O)C1CCN(C(=O)c2cc3sccc3n2Cc2ccc(F)cc2)CC1
1.4 | Cc1ccc(C)[n+](CC(=O)N2CCCCC2)c1
-0.8 | CCN(CC)CC(=O)c1ccc(-c2ccccc2)cc1
-0.7 | O=S1(=O)CC(N2CCN(CC3CC3)CC2)CN1CCc1ccccc1 (stereo not given)
1.2 | C=CCc1cccc(CNc2c(C)cc(C)cc2C)c1O
-0.1 | C/C(=N\N1CCN(Cc2ccc(Cl)cc2)CC1)c1ccc([N+](=O)[O-])cc1
0.8 | Cc1nnc(N/N=C/c2ccccc2C(F)(F)F)n1N
0.5 | COc1ccc(CCNC(=O)c2cnn(-c3ccccc3)c2N)cc1OC
1.2 | O=C(Cn1cnc2c(NCc3ccccc3)ncnc21)NCc1ccc2c(c1)OCO2
0.3 | Cc1noc(C)c1COc1cccc(C(=O)OCC(=O)NC(=O)c2ccc(OC(F)F)cc2)c1

4 of the compounds above, field by field:
C/C(=N\N1CCN(Cc2ccc(Cl)cc2)CC1)c1ccc([N+](=O)[O-])cc1
  TTR transcr act = -0.1
Cc1nnc(N/N=C/c2ccccc2C(F)(F)F)n1N
  TTR transcr act = 0.8
COc1ccc(CCNC(=O)c2cnn(-c3ccccc3)c2N)cc1OC
  TTR transcr act = 0.5
O=C(Cn1cnc2c(NCc3ccccc3)ncnc21)NCc1ccc2c(c1)OCO2
  TTR transcr act = 1.2

(listing goes on)
TTR transcr act | Molecule
-0.2 | CC(=O)Oc1c(C(=O)c2nnc(C)o2)c(=O)n(C)c2ccccc12
-1.8 | CCOC(=O)Cn1nnnc1CN(Cc1ccc(OC)cc1)Cc1cc2cc(CC)ccc2[nH]c1=O
-1.4 | CCCOC(=O)CC1C(=O)NCCN1C(=O)OC(C)(C)C (stereo not given)
-0.5 | COc1ccc(CCOC(=O)CNC(=O)c2ccc(Cl)cc2Cl)cc1
1.7 | O=C1C(=O)N(CCN2CCOCC2)C(c2ccccn2)/C1=C(/O)c1ccccc1 (stereo not given)
3.4 | CC(C)N(C(=O)C[n+]1ccc(/C=N/O)cc1)C(C)C
-0.5 | CN(CC(=O)Nc1ccccc1C(F)(F)F)C(=O)COc1ncnc2sccc12
9.2 | CC(C)(C)C(=O)NNC(=O)COc1ccc2ccccc2c1Br
5.8 | COc1ccc([C@H]2CC(=O)C=C(c3ccc(C)c(F)c3)C2)cc1
0.7&0.1 | COc1ccc(CN2CCN(c3ccccn3)CC2)c(OC)c1C
-1.7 | O=C(O)c1ccccc1NC(=O)C(c1ccccc1)c1ccccc1
-1.0 | NC(=O)C[n+]1cccc(C(N)=O)c1
0.9 | Cc1c(CBr)[n+](=O)c2c(n1[O-])C(Br)CCC2Br (stereo not given)
-1.3 | CCCCCC(=O)N1C[C@H](O)[C@@H](n2cc(C3CC3)nn2)C[C@@H]1c1ccc(C)cc1
-0.5 | C/C(=N\NC(=O)CSc1nc(C)cc(C)n1)c1cccs1
-4.1 | S=C(NCCc1ccccc1)Nc1cccc2cnccc12
4.2 | c1ccc(N2CCN(c3ccc4nncn4n3)CC2)nc1
-1.1 | CCOCC(=O)Nc1cc(OC)c(Cl)cc1OC
0.5 | CCN(C(=O)CSc1nnc2nc(C)cc(C)n12)c1ccccc1
15.2* | O=C(CCSc1ccccc1)NCC1CCCO1 (stereo not given)

Already shown: an excerpt of the list.
TTR transcr act | Molecule
-0.5 | C/C(=N\NC(=O)CSc1nc(C)cc(C)n1)c1cccs1
-4.1 | S=C(NCCc1ccccc1)Nc1cccc2cnccc12
4.2 | c1ccc(N2CCN(c3ccc4nncn4n3)CC2)nc1
-1.1 | CCOCC(=O)Nc1cc(OC)c(Cl)cc1OC
0.5 | CCN(C(=O)CSc1nnc2nc(C)cc(C)n12)c1ccccc1
15.2* | O=C(CCSc1ccccc1)NCC1CCCO1 (stereo not given)

(next part)
TTR transcr act | Molecule
-1.2 | COc1ccc2nc(C)cc(SCC(=O)Nc3c(C)cc(C)cc3C)c2c1
-1.2 | COc1ccc(C2=Nn3c(nnc3-c3ccncc3)SC2)cc1OC
-4.1 | CC(=O)c1ccc(S(=O)(=O)N2CCN(CCOc3ccc(Br)cc3)CC2)cc1
0.9 | Cc1ccc(S(=O)(=O)c2c(N)n(-c3ccccc3)c3nc4ccccc4nc23)cc1
0.8 | COc1ccc(OC)c(N/C(C)=C/C(=O)c2ccc(Br)cc2)c1
1.8 | COc1cc(C)c2occ(/C(C)=N\O)c2c1
0.2 | CCCCOCCCNC(=O)C[C@H]1C[C@@]2(C(=O)OC)C(=C[C@H](COCc3ccccc3)O[C@@H]2C)N(CCc2ccc(OC)c(OC)c2)C1=O
4.8 | COC(=O)c1ccc(N2CCOCC2)c(NC(=O)c2ccc(Br)o2)c1
-0.4 | CCCc1ccc(-c2cc(C(=O)Nc3ccc([N+](=O)[O-])cn3)c3ccccc3n2)cc1
3.1 | O=C(N/N=C/c1ccccc1Cl)c1nc2ccc([N+](=O)[O-])cc2c(=O)[nH]1
-3.0 | CC(=O)N1c2ccc(S(=O)(=O)NCC3CCC(C(=O)NC4CCCCC4C)CC3)cc2CC1C (stereo not given)
0.6 | C/C(=N\Nc1ccc(S(N)(=O)=O)cc1[N+](=O)[O-])c1ccccc1O
-0.8 | Cc1nnc2n1N=C(c1ccc3c(c1)NC(=O)CO3)CS2
0.8 | CCn1c2ccccc2c2nnc(SCN3C(=O)c4ccccc4C3=O)nc21
-3.6 | CCOC(=O)[C@H]1[C@H]2COc3ccc(Cl)cc3[C@@H]2N2C(=O)c3cc(OC)ccc3NC(=O)[C@@]12C
2.5 | COc1ccc(OC)c(C2C(C(C)=O)=C(O)C(=O)N2CCC(=O)O)c1 (stereo not given)
3.5 | COc1ccc(CC(=O)N2CCN(c3ccc(F)cc3)CC2)cc1
-1.2 | CC1CC(C)CN(C(=O)CCCn2c(=O)c3cccn3c3cccnc32)C1 (stereo not given)
0.1 | O=C(NCc1ccco1)/C(=C\c1ccco1)NC(=O)c1ccco1
-4.3 | CC(=NNc1nc2ccccc2o1)c1ncccn1
1.0 | Cc1ccc(-c2nn(CCC(=O)NN3CCOCC3)c(=O)c3ccccc23)cc1
1.7 | Cc1ccc(N2CCN(c3cc(C)nc4nc(C)nn34)CC2)c(C)c1
2.0 | Cc1ccccc1C(=O)NCCCNC(=O)c1ccccc1C
0.6 | COc1ccccc1C(=O)C1CCCN(C(=O)c2ccc3c(c2)OCCO3)C1 (stereo not given)
-0.8 | Cc1ccc(C(C)C)c(OCCOCCN2CCNCC2)c1
-0.7 | COc1ccc(N(CCCN2C(=O)c3cccc4cccc(c34)C2=O)C(=O)c2cccc(OC)c2)cc1
2.6 | Cc1cc(C)nc(NS(=O)(=O)c2ccc(Br)s2)c1
2.7 | COc1ccc(CCCc2nnc(SCC(=O)Nc3nc(C)cs3)n2C)cc1
0.6 | CCCn1c(-c2ccc(OC)cc2)nc2nc3ccccc3nc21
-0.1 | COc1ccc(N)cc1-n1c(C)ccc1C
-4.6 | Cc1ccc(NS(=O)(=O)c2cc(C(=O)NCCSC3CCCCC3)ccc2C)cc1
1.8 | CC(C)C(NS(=O)(=O)c1ccc2c(c1)OCCCO2)C(=O)O (stereo not given)
4.1 | CCNc1nc(NCC)nc(C(=O)NN)n1
0.4 | O=C1C2C3C=CC(C3)C2C(=O)N1/N=C/c1ccc(-c2ccccc2[N+](=O)[O-])o1 (stereo not given)
-1.8 | Oc1ccc(/C=N/NC(=S)Nc2cccnc2)cc1O
-4.4 | COc1ccccc1N1CCN(CC(=O)N2N=CCC2c2ccccc2)CC1 (stereo not given)
-0.6 | Cc1cc(C)n2nc(SCN3C(=O)c4ccccc4C3=O)nc2n1
1.6 | CCOC(=O)CSc1nc2cc(C)ccc2cc1C#N
2.1 | CN(C)c1oc(-c2ccccc2Cl)nc1S(=O)(=O)c1ccccc1
0.0 | COc1ccc(NCc2ccc3c(c2)OCO3)cc1Cl
1.0 | COc1cccc(S(=O)(=O)N(C)C[C@H]2Oc3ncc(Br)cc3C(=O)N([C@H](C)CO)C[C@H]2C)c1
-2.2 | O=C(O)CSc1nc2c(c(C(F)(F)F)n1)CCCC2
0.5 | CC1=C(C(=O)Nc2cc(C(=O)N3CCN(c4ccc(Cl)cc4)CC3)ccc2C)SCCO1
-2.1 | COc1ccc(C(CC(=O)O)NC(=O)c2cc3cc(Br)ccc3oc2=O)cc1OC (stereo not given)
-1.1 | COc1cccc(CN(C)CC(=O)NC(=O)NCc2ccccc2)c1
-3.0 | Cc1ccc(Cn2ncc3c(N4CCN(c5ccc(C)cc5)CC4)ncnc32)cc1
1.7 | Fc1ccc(-c2ccc(CNCc3ccccn3)o2)cc1Cl
-0.9 | O=C(Nc1cccnc1)c1ccc(COCC(F)(F)F)cc1
-5.7 | COc1ccc(S(=O)(=O)Nc2ccc(O)c3ccccc23)cc1
-0.7 | CCCN1C2CCCC1CC(NC(=O)c1cccc(Cl)c1)C2 (stereo not given)
-2.2 | Cc1nc(NNC(=O)c2ccccc2)cc(-c2ccccc2)n1
-3.6 | O=C(CCCOc1ccccc1)N1CCN(c2ccccc2)CC1
-0.7 | CC(=O)NCC(=O)OCC(=O)c1ccccc1
0.7 | CCN(CC(=O)NCc1ccc(F)cc1)c1ccc(S(C)(=O)=O)cc1[N+](=O)[O-]
-9.9 | Cc1ccc(-n2nc(C(=O)N3CCOCC3)cc2-c2ccc(Cl)cc2)cc1
-1.6 | Cc1coc2c1c(C)cc1oc(=O)c(Cc3ccccc3)c(C)c12
-0.3 | CCOc1ccc(OCC(=O)Nc2ccc(OC)cc2[N+](=O)[O-])cc1
2.6 | COc1ccc(-c2nc(CS(=O)(=O)CC(=O)NCc3ccc4c(c3)OCO4)c(C)o2)cc1
0.0 | COC(=O)c1ccc(C)c(N(CCO)CCO)c1
-0.7 | CN(C)c1cccc(CNC(=O)c2csc([C@@H]3C[C@H](O)[C@@H](CO)O3)n2)c1

Next results follow.
TTR transcr act | Molecule
-2.3 | Clc1ccc(OCc2nnc3n2CCCCC3)c(Cl)c1
-0.7 | COC(=O)c1sccc1NC(=S)N1CCN(C)CC1
3.1 | CN1C(=O)/C(=N/OC(=O)c2ccccc2)c2ccccc21
-1.1 | CN1CCN(C(CNC(=O)C(=O)NC2CCCC2)c2ccc(F)cc2)CC1 (stereo not given)
-0.5 | CC(C)C[C@@H](CSc1ccc(Br)cc1)N1CCN(CC(C)C)CCC1=O
3.6 | O=C(Nc1nccs1)c1csc([C@H]2C[C@H](O)[C@@H](CO)O2)n1
-2.2 | CN(C)c1ccnc2sc(C(=O)c3ccccc3)c(N)c12
7.8 | Cc1ccc([N+](=O)[O-])cc1-c1ccc(/C=N/NC(=O)CN2CCOCC2)o1
1.4 | CN1CCN(C(=O)CCC(=O)c2ccc(F)cc2)CC1
0.3 | CC(C)CNC(=S)NNC(=O)CC(C)O (stereo not given)
1.0 | O=C(Nc1ccc(C(F)(F)F)cc1)OC1CC2CC1[C@H]1CCCCN1C2 (stereo not given in full)
-0.2 | CCOC(=O)C1=C(c2ccccc2)Nc2nc(C)nn2C1c1cccc(OC)c1OC (stereo not given)

An excerpt; count on the stated rates, not on these rows.
